Assay outcomes from PubChem.
PAD4 inh – human PAD4 inhibitors, primary screen, biochemical, fluorescence polarization, 1536-well format; Protein-arginine deiminase type-4 (Homo sapiens), Q9UM07; recombinant PAD4, RCA probe fluorescence polarization; inhibition, % at 6.36 µM; 330,000 compounds, 0.41% hits; AID 485272, 2010;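 active = percent inhibition above a cutoff equal to the mean of all tested compounds plus 3 SD, cut at about 15% in these data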;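 note: 0% = PAD4 with RCA probe and DMSO and 100% = probe without PAD4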
LYPLA2 counter – LYPLA2 inhibitors, primary screen, counter-screen for PME1 inhibitor project, biochemical, fluorescence polarization, FP-Rh probe ABPP; inhibition, % at 5.9 µM; AID 2177, 2009; Acyl-protein thioesterase 2 (Homo sapiens), O95372; 320,000 compounds, 0.38% hits; recombinant LYPLA2;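 active = inhibition above the screen-wide mean plus 3 SD, limit set per campaign, cut at about 26% in these data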;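 note: 0% = LYPLA2 with DMSO and 100% = wells lacking LYPLA2 enzyme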
Target sequence (O95372 whole entry, looked up): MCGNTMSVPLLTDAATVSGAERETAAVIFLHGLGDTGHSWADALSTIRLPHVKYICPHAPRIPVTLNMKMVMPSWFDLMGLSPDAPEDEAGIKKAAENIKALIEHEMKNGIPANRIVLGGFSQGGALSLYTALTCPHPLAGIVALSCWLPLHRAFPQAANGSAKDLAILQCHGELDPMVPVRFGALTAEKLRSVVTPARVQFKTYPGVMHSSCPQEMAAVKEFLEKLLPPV
PAFAH1B3 inh – PAFAH1B3 enzyme inhibitors, primary screen, biochemical, fluorescence polarization, human | inhibition, % at 3.39 µM | 340,000 compounds, 0.28% hits | AID 492972, 2010 | recombinant PAFAH1B3, FP-rhodamine probe | Platelet-activating factor acetylhydrolase IB subunit alpha1 (Homo sapiens), Q15102;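 active = inhibition above the screen-wide average of all tested compounds plus 3 SD, cut at about 25% in these data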;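 note: 0% = enzyme with DMSO only and 100% = wells lacking PAFAH1B3 protein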
PAFAH1B2 inh – PAFAH1B2 enzyme inhibitors, primary screen, biochemical, fluorescence polarization, human. Platelet-activating factor acetylhydrolase IB subunit alpha2 (Homo sapiens), P68402. recombinant PAFAH1B2, FP-rhodamine activity probe. inhibition, % at 3.39 µM. 340,000 compounds, 1.2% hits;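 active = inhibition above the mean of all tested compounds plus 3 SD, cut at about 24% in these data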;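 note: 0% = enzyme with DMSO and 100% = wells lacking PAFAH1B2; many of its hits are not listed in these tables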
Target sequence (P68402 whole entry, looked up): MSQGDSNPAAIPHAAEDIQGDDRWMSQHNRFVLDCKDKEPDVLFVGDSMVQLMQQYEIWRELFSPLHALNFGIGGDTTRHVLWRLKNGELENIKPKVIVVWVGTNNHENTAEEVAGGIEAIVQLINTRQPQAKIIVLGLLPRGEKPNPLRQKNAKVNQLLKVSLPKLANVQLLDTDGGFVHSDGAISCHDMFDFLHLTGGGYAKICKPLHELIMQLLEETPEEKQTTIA
PAFAH2 FP inh – PAFAH2 enzyme inhibitors, primary screen, biochemical, fluorescence polarization, human; Platelet-activating factor acetylhydrolase 2, cytoplasmic (Homo sapiens), Q99487; recombinant PAFAH2, FP-rhodamine activity probe; inhibition, % at 3.39 µM; 340,000 compounds, 0.99% hits;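 active = inhibition above the mean over all tested compounds plus 3 SD, cut at about 30% in these data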;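 note: inhibitors block probe labeling of enzyme so polarization drops; 0% = enzyme with DMSO and 100% = wells lacking PAFAH2 protein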
PME-1 primary – PME-1 inhibitors via competitive probe labeling, primary screen, biochemical, fluorescence polarization, FP-Rh probe, HTS | AID 2130, 2009 | Protein phosphatase methylesterase 1 (Homo sapiens), Q9Y570 | recombinant PME-1 | inhibition, % at 5.9 µM | 320,000 compounds, 0.53% hits;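 active = inhibition above the campaign mean of all compounds plus 3 SD, cut at about 26% in these data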;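 note: competitive labeling of PME-1 active site by serine hydrolase directed probe; 0% = PME-1 with DMSO and 100% = wells lacking PME-1 enzyme; inhibitors block probe labeling so polarization falls and inhibition rises; many of its hits are not listed in these tables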
GSTO1 inh – inhibitors of recombinant GSTO1, primary screen, counter-screen for RBBP9 inhibitor project, biochemical, fluorescence polarization. Glutathione S-transferase omega-1 (Homo sapiens), P78417. activity-based probe fluorescence polarization. inhibition, % at 5.96 µM. 300,000 compounds, 1.1% hits. AID 1974, 2009;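 active = inhibition above the campaign mean inhibition plus 3 SD, cut at about 35% in these data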;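 note: 0% = GSTO1-1 with DMSO and 100% = wells lacking GSTO1-1 enzyme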
Target sequence (P78417 whole entry, looked up): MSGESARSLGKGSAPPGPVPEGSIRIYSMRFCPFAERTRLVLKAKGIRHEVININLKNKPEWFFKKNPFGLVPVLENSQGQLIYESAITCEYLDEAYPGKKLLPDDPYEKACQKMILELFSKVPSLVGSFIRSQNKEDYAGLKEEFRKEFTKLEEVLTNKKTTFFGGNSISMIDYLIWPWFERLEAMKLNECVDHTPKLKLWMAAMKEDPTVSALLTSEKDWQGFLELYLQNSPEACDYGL
LYPLA1 inh – LYPLA1 inhibitors, primary screen, counter-screen for PME1 inhibitor project, biochemical, fluorescence polarization, FP-Rh probe ABPP. recombinant LYPLA1. 320,000 compounds, 0.16% hits. AID 2174, 2009. Acyl-protein thioesterase 1 (Homo sapiens), O75608. inhibition, % at 5.9 µM;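 active = inhibition above the mean of all tested compounds plus 3 SD, set per campaign, cut at about 14% in these data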;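 note: inhibitors block serine hydrolase probe labeling of LYPLA1 so polarization falls; 0% = enzyme with DMSO and 100% = wells lacking LYPLA1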
Target sequence (O75608 whole entry, looked up): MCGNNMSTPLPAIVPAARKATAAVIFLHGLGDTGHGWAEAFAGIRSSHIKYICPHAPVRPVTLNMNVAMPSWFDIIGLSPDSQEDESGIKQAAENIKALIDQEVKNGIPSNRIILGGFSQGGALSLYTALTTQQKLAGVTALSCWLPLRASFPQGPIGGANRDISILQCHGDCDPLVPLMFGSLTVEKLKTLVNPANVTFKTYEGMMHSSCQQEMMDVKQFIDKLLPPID
pPAFAH inh – pPAFAH enzyme inhibitors, primary screen, biochemical, fluorescence polarization, human; Platelet-activating factor acetylhydrolase (Homo sapiens), Q13093; recombinant pPAFAH, FP-rhodamine probe fluorescence polarization; inhibition, % at 3.39 µM; 330,000 compounds, 1.5% hits;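 active = inhibition above the mean inhibition across the screen plus 3 SD, cut at about 25% in these data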;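 note: inhibitors block binding of the rhodamine activity-based probe so polarization drops; 0% = enzyme with DMSO and 100% = wells lacking pPAFAH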
* marks the source's active call; other numbers are inactive results; x = not tested or not shown. A portion of the library; count on the stated rates, not on these rows.

smiles	PAD4 inh	LYPLA2 counter	PAFAH1B3 inh	PAFAH1B2 inh	PAFAH2 FP inh	PME-1 primary	GSTO1 inh	LYPLA1 inh	pPAFAH inh
COc1ccc(NC(=O)CC2S/C(=N\c3nccs3)N(C)C2=O)cc1 (stereo not given)	1	-2	-5	0	0	4	2	-4	-2
O=C(c1ccc(Cl)c([N+](=O)[O-])c1)N(c1ccccn1)c1ccccn1	3	8	2	1	3	-6	-3	4	-3
CN(CCCN1CCCCC1)C(=O)c1cc(COc2ccc(F)cc2F)on1	2	-1	14	7	-1	4	2	1	4
CN(Cc1cccs1)C(=O)COc1cccc2c1OC(C)(C)C2	-2	x	12	5	3	x	x	x	7
CC12CNCC(C)(CN(C3(O)C(=O)Nc4ccc(Br)cc43)C1)C2=O (stereo not given)	-4	-3	-2	6	2	4	3	-6	3
O=C(O)COc1ccccc1-c1nc(-c2ccccc2)c(-c2ccccc2)[nH]1	0	-1	6	36*	18	1	-86	-2	15
CCN(CC(=O)Nc1ccc(NC(C)=O)cc1)C(=O)c1ccccc1SCC(=O)N1CCCC1	1	1	5	-1	3	0	x	-1	-1
COc1ccc(NC(=O)CSc2nnc3ccc(-c4ccccn4)nn23)cc1	-3	-3	2	5	-1	0	-9	1	2
C=CCN(C(=O)Cn1ncc2c1-c1cc(C)ccc1OC2)c1ccccc1	5	-1	6	0	7	2	11	5	-1
Cc1ccc(-n2ncc3c(NCCCN4CCOCC4)ncnc32)c(C)c1	-3	5	6	-4	-4	1	-4	3	-3
COc1cccc(CCN2CCC(CNS(=O)(=O)c3cc(-c4cc(C)no4)ccc3C)CC2)c1	4	28*	7	0	1	-3	-7	2	-2
CN(C)CCNC(=O)COc1ccc(Cl)cc1Cl	-10	-1	4	4	7	-2	3	0	0
O=C(COc1cccc2c1CCN(Cc1ccccc1)C2=O)N1CCCCC1	-3	7	8	5	1	-5	-1	1	4
CN(Cc1ccccc1N1CCCC1)C(=O)c1cc2ccccc2o1	-10	x	-3	7	-2	x	x	x	6
CCc1ccc(C(=O)COC(=O)C2CCN(c3ccc(C(F)(F)F)cn3)CC2)cc1	-4	11	-2	0	-2	-2	10	2	-1
COc1ccc(OCCNC(=O)c2ccccc2OCC(=O)N2CCCCC2)cc1	-6	-9	6	-2	-3	6	-3	-5	2
Cc1ccc(-c2ccc(OC(=O)c3ccc(=O)[nH]c3)c(C)c2)cc1	-7	6	4	-1	-8	6	6	-1	3
CC1CC(C)CN(c2oc(-c3ccccc3Cl)nc2C#N)C1 (stereo not given)	0	3	4	3	-2	1	6	3	6
CCCn1c(=O)c(C(=O)Nc2ccccc2C)c(O)c2ccccc21	2	10	8	-1	-3	5	5	1	2
O=C(NC1CCCCC1)c1sc(=S)n2c1[nH]c(=O)c1ccccc12	-1	5	32*	42*	56*	20	-136	2	32*
CCCCCCNc1nc(NCc2ccco2)nc(OCC)n1	1	1	7	12	2	0	-13	3	2
CCOC(=O)c1c(C)c(C(=O)N(C)C2CCCCC2)c(C)n1C	0	10	3	6	6	3	8	0	3
Cc1ccc(CNC(=O)C2CC3Cn4c(nc5cc(Cl)c(Cl)cc54)C3N2C)o1 (stereo not given)	-3	-7	3	-4	0	1	-2	1	7
Cc1ccc2c(c1)NCC(C(=O)NC1CCCCC1)O2 (stereo not given)	3	-3	-6	4	3	0	3	-3	1
CCOC(=O)C1CCN(C(c2cc(OC)c(OC)c(OC)c2)c2sc3nc(C)nn3c2O)CC1 (stereo not given)	2	6	-6	-1	6	-6	1	1	1
CC(=O)c1ccc(NC(=O)CSc2ccc(-c3ccc(-n4cccn4)cc3)nn2)cc1	-2	7	3	-1	-5	2	-3	-3	3
O=C(CSc1nnc(CNC(=O)c2ccc(F)cc2)o1)Nc1ccc2c(c1)OCCO2	-6	7	5	10	-4	2	4	6	8
Cc1ccc(C(C(=O)Nc2ccc3c(c2)OCO3)N(C)C(=O)Cc2c[nH]c3ccccc23)cc1 (stereo not given)	-2	0	1	-1	3	3	5	-8	10
CC(C)Nc1nc(SCC(=O)Nc2ccccc2)nc(N2CCOCC2)n1	-1	5	8	3	-5	-1	-7	0	5
CCc1c(C(=O)OCc2ccccc2)[nH]c(C)c1C	-2	-1	0	2	2	-3	0	1	5
Cc1ccc(C)c(NC(=S)NNC(=O)c2csc(C)c2C)c1	-1	-3	-10	-4	-5	6	2	2	3
O=C(Oc1ccc(Cl)c2cccnc12)c1cccc([N+](=O)[O-])c1	3	3	5	1	12	-3	4	0	4
CN(C)S(=O)(=O)c1ccc(N2CCCC2)c(C(=O)NC(c2ccccc2)c2ccccc2)c1	4	10	-1	1	-4	6	-1	2	4
COCCCNC(=S)N/N=C/c1cccc(OC)c1O	0	2	x	x	x	0	-23	5	6
C1CCN(c2c3c(nc4nnnn24)CCCC3)CC1	-3	-5	-1	-2	-1	-5	-2	0	-1
Cc1cc(C)cc(NC(=O)CCc2ccc(C)o2)c1	-3	-3	-5	4	-5	-3	-1	-7	0
CCCOc1ccc(C(C)=O)cc1CN1CCOCC1	-5	-8	14	4	3	0	1	0	3
O=C(c1ccc2c(c1)OCCO2)C1CCN(C(=O)Nc2ccc(F)cc2)CC1	-3	7	4	1	-8	-5	6	1	2
N#Cc1ccc(OCC(=O)NNC(=S)NC(=O)C2CC2)cc1	-4	x	11	8	4	x	x	x	10
Cc1nc2cc(-c3ccccc3)ccc2o1	-2	-1	6	3	4	3	-3	-3	3
COc1ccc(CCN(C)C(=O)CCc2nnc(-c3ccccc3)o2)cc1OC	-4	2	6	1	10	5	4	-2	0
O=C(Nc1ccc(-c2nc3ccc(NC(=O)c4cccs4)cc3[nH]2)cc1)c1cccs1	-6	-5	17	1	8	2	4	-2	15
Cc1ccc(S(=O)(=O)N(C)CC(=O)NC2CCCC2)cc1	3	-1	0	4	-1	-6	-1	1	-4
CCOC(=O)/C=C/C(=O)OCC(=O)NCc1ccccc1	2	7	6	0	4	4	1	1	1
CN(CC(=O)Nc1ccc(OC(F)F)cc1)S(=O)(=O)/C=C/c1ccccc1	1	x	10	4	3	x	x	x	6
c1ccc(-c2noc(CSc3nnnn3-c3ccccc3)n2)cc1	-7	3	0	-2	5	-1	33	-9	5
COc1ccccc1CC(=O)N1CCCC1	1	-1	3	0	-1	-2	2	-3	9
O=C(COC(=O)c1ccc([N+](=O)[O-])cc1)Nc1ccccc1C(=O)NC1CC1	1	x	-4	-1	5	x	x	x	0
Cc1cccc(C(=O)NC(C)C(=O)NC(c2nc3ccccc3[nH]2)C(C)C)c1 (stereo not given)	-2	-2	5	7	-4	0	x	1	0
CCOC(=O)c1cc(NC(=O)c2ccccc2)c(=O)oc1-c1ccccc1	1	0	4	-6	-4	4	-1	-2	-2
COc1ccc(C(CCN2CCCC2)c2c(O)cc(OC)cc2OC)cc1 (stereo not given)	4	-6	11	4	-1	0	0	0	3
COC(=O)Sc1nc(N2CCOCC2)c2c(c1C#N)CC(C)(C)OC2	4	-1	-4	-4	-1	-1	3	-1	3
O=C(Nc1ccc(Cl)cc1F)c1ccc(COc2c(F)c(F)c(F)c(F)c2F)o1	3	12	-7	6	-10	-3	18	-2	1
CC1CCN(C(=O)Cn2cc(SCC(=O)NCC3CCCO3)c3ccccc32)CC1 (stereo not given)	-1	-5	4	1	-6	-6	5	1	6
C=CCn1c(=NC(=O)c2ccco2)sc2cc(C(=O)OCC)ccc21	-5	0	4	5	4	-4	-4	-2	5
O=C(Nc1ccccc1)OCCNC(=O)c1cccc(Br)c1	2	2	-5	9	3	-5	-4	-3	-3
N#CCC(=O)NN=C1CCCCCCCCCCC1	-11	4	5	26*	3	-4	4	-2	3
CC(=O)n1cc(/C=N/NC(=O)c2ccc([N+](=O)[O-])cc2)c2ccccc21	6	9	4	2	-2	6	9	-6	-2
CCC(=O)c1ccc(OCCn2cncn2)cc1	1	-13	12	-1	-2	-4	-12	-7	5
COC(=O)c1c(NC(=O)C(=O)NCCCN2CCOCC2)sc2c1CC(C)(C)OC2	0	2	11	0	3	1	-2	-2	2

Following part.
smiles	PAD4 inh	LYPLA2 counter	PAFAH1B3 inh	PAFAH1B2 inh	PAFAH2 FP inh	PME-1 primary	GSTO1 inh	LYPLA1 inh	pPAFAH inh
Cc1cc2c(C)nc(Cc3ccccc3)nc2o1	-8	8	7	2	6	-4	4	-1	3
Nc1ncnc2c1ncn2[C@@H]1O[C@H](CNC(=O)[C@@H](N)COCc2ccccc2)[C@@H](O)[C@H]1O	0	x	1	2	-2	x	x	x	1
O=[N+]([O-])c1cc(-c2nnc(N3CCOCC3)c3ccccc23)ccc1N1CCOCC1	-5	-1	7	5	-4	5	-6	1	5
Nc1cc(-c2ccccc2)ccc1O	-1	3	11	16	5	-3	20	-2	9
COc1ccc(C(C)=O)cc1COC(=O)C1CCN(C(=O)c2ccc(Cl)cc2)CC1	-1	x	7	4	-1	x	x	x	20
N#Cc1c(-c2ccco2)cc(C2CC2)nc1N	-3	3	2	-1	-4	-2	2	1	8
O=C(NC1=NCCS1)c1ccc(Br)s1	-5	0	5	3	8	-2	4	-2	4
O=C(NCCCN1CCOCC1)c1ccc(N2CCCC2)c([N+](=O)[O-])c1	0	0	5	0	-5	-2	2	-3	1
COc1ccccc1/C=C/C(=O)c1ccc(Cl)cc1	-1	-5	7	0	1	2	-8	0	7
O=C(C(=O)N1CCc2ccccc2C1)c1cn(CC(=O)N2CCOCC2)c2ccccc12	-2	2	9	2	-2	6	6	-1	4
O=C(c1c(F)cccc1Cl)N1CCN(c2ccccn2)CC1	1	1	10	1	17	1	10	-2	6
NC(=O)c1ccccc1NC(=O)c1ccc2c(c1)OCO2	1	-1	-1	-6	-2	-4	5	0	-4
Cc1c(NC(=O)Nc2ccc3c(c2)OCO3)cccc1[N+](=O)[O-]	-1	7	-4	0	-9	-1	13	-1	3
O=C1CN(/N=C/c2ccc([N+](=O)[O-])o2)C(=O)N1	-13	6	x	x	x	2	6	3	-1
N#CN(Cc1ccccc1)Cc1ccccc1	-2	-4	9	2	-3	-1	-2	7	3
O=C(NCCc1ccc(Cl)cc1)c1cc(-c2ccncc2)nc2ccccc12	-4	-2	0	11	1	1	3	-6	5
CCC(C)Sc1nc(O)c(Cc2ccccc2)c(=O)[nH]1 (stereo not given)	-1	7	-1	17	7	-3	1	2	6
Cn1c(SCC(=O)NCc2ccccc2)nnc1C1CC1	-1	-3	-3	1	1	-5	-3	-4	0
